# RAD52 anneal inh = inhibitors of human RAD52 DNA annealing | recombinant RAD52 DNA annealing, FRET fluorescence | P43351 | 360,000 tested, 0.46% active | inhibition, % at 18.7 µM | AID 651710;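 active = every replicate showing at least 50% inhibition; inconclusive = mean inhibition at least 50% but not in every replicate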
# Cneo AK release = causes C. neoformans cell lysis | adenylate kinase release luminescence, 4 h; normalised: neutral wells 0, clomiphene wells 100 | lysis activity, % at 15 µM | 360,000 tested, 0.2% active | AID 651654;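 active = mean lysis activity across replicates of at least 80%, whatever share of replicates individually reach that level; inactive = mean lysis activity below 80%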
#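 Material: C. neoformans cells | Amount: Yeast cell density of 5 × 10^6 cells/mL | Medium: Fresh YPD growth medium | Dosing: Single dose | Times: Static 4 h at 37 °C with compound, 1 h detection | Detection: AK luminescence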
# PglD DTNB = PglD (C. jejuni) enzyme inhibition. purified PglD enzyme, DTNB colorimetric CoA detection. inhibition, % at 12.5 µM. 360,000 tested, 0.098% active; in the data active = inhibition above about 16%, passing the limit was not always enough; inconclusive = no clear call, values can overlap the other calls; note: strong numbers were not always called active
# E-sel inducer = induces E-selectin expression in human endothelial cells; P16581; HUVEC E-selectin immunofluorescence imaging; normalized: neutral wells 0, TNF-alpha wells 100; activation, % at 7.58 µM; 260,000 tested, 0.37% active; AID 686992;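 active = mean E-selectin-positive cell signal at least 10% of the positive control, reached in at least 60% of replicates, without over 20% cell loss; inconclusive = no rule given, readout overlaps actives, possibly toxicity-flagged; inactive = the rest, including those meeting only one limit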;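 note: in these data hits start at about 27%; measured in HUVEC primary endothelial cells; signal is the percent of cells scored E-selectin positive by PE staining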
#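 assay system = HUVEC, human umbilical vein endothelial cells | input = 3,000 HUVEC seeded per well | medium = EGM-2 growth medium on 0.1% gelatin-coated wells | dosing = one compound dose added by pin transfer | signal = immunofluorescence imaging | read-out basis = % PE-positive cells | control set = TNF-alpha, DMSO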
# ERAP1 HTS inh = ERAP1 (human) enzyme inhibition; 340,000 tested, 0.15% active; AID 652197; inhibition, % at 10.7 µM; recombinant ERAP1, Leu-AMC fluorescence, 60 min; Q9NZ08;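 active = mean replicate inhibition of at least 30%, or all replicates individually reaching that 30% level; inactive = mean below 30% and not every replicate reaching it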;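 note: 0% = neutral control wells and 100% = L-leucinethiol positive control wells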
# PGC1a acetyl inh = lowers PGC1a acetylation signal in U2OS cells; AlphaScreen anti-acetyl-lysine; with virally co-expressed GCN5 acetyltransferase; inhibition, % at 15.6 µM; 350,000 tested, 0.17% active; AID 651687;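 active = every replicate shows inhibition of at least 40%; inconclusive = mean inhibition at least 40% but some replicate below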;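 note: 0% = neutral control wells and 100% = positive control wells; some results beyond the cut were filed as inactive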
# miR-122 sensor = miR-122 inhibition in Huh7 cells; Huh7 miR-122 Renilla luciferase sensor, 48 h; neutral wells = 0, positive control = 100; 340,000 tested, 0.3% active; activation (reporter increase), % at 12.5 µM;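 active = mean replicate activation score at least 90 and every replicate individually at or above 90; inconclusive = only one of the two criteria met; inactive = neither criterion met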;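 note: higher luciferase means less miR-122 activity so hits act as miR-122 inhibitors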
# RAD54 inh = inhibitors of human RAD54 branch migration. Q92698. RAD54 Holliday junction branch migration, FAM/BHQ fluorescence. inhibition, % at 10.4 µM. 360,000 tested, 0.14% active. AID 602329;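 active = mean normalized replicate activity at least 40 and at least half of replicates scoring 40 or more; inconclusive = only one of the two criteria met; inactive = mean below 40 and under half of replicates reaching 40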;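 note: 0% = median of neutral control wells and 100% = median of positive control wells; inhibitors cause a drop in the FAM fluorescence signal; in these data hits start at about 50%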
# Target sequence (Q92698 whole entry, looked up): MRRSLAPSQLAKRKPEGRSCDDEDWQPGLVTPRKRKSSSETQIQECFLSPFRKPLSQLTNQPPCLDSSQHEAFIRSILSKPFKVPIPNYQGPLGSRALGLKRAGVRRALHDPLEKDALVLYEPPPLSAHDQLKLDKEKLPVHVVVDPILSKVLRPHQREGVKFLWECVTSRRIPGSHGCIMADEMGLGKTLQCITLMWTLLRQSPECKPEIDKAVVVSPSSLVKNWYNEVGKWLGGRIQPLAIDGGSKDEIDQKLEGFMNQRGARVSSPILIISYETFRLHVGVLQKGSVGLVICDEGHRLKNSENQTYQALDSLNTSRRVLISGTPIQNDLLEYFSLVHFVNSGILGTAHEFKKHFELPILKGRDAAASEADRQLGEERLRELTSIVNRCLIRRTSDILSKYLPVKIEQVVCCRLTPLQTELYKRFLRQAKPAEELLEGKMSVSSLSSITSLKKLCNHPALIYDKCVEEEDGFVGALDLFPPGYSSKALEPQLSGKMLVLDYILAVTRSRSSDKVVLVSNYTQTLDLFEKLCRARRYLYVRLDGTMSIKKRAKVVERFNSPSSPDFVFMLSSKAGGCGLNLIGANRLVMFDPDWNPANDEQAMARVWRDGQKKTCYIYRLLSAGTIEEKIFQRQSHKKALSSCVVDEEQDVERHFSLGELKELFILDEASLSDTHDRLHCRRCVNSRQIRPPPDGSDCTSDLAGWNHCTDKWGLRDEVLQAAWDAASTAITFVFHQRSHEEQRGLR
# * = called active by the depositor; ? = inconclusive; · = not tested or not shown; [ ] = remark or other dose.
SMILES,RAD52 anneal inh,Cneo AK release,PglD DTNB,E-sel inducer,ERAP1 HTS inh,PGC1a acetyl inh,miR-122 sensor,RAD54 inh
Cc1ccc(-c2nc3cccnc3o2)cc1NC(=O)COc1ccc(C(C)(C)C)cc1,·,-3,3,·,·,-4,-1,3
CC(C(=O)N1CCCCC1)N1CCN(S(=O)(=O)c2ccc(Cl)cc2)CC1 (stereo not drawn),-23,0,3,·,25,-9,-3,6
COC(=O)C1=C(C)N(C2CCCCC2)C(=O)C1,·,2,-1,·,·,·,-4,-4
O=C(CCCOc1ccc(Cl)cc1)Nc1nncs1,·,2,-1,·,·,-1,-6,9
CCOC(=O)Cc1c(C)[nH]c(=S)[nH]c1=O,·,-2,2,·,·,-5,5,6
CCC1=C(OC(=O)N(CC)CC)N2C(=O)OC(=NCC3CC3)[C@]2(Cc2ccccc2)[C@H]2C1=CC[C@H]1C(=O)NC(=O)[C@H]12,-19,2,-1,-0.2,0,-10,16,2
CN1C2CCC1/C(=C\c1ccccc1F)C(=O)/C2=C/c1ccccc1F,·,2,9,-0.6,·,-5,-4,-3
Cc1ccc(S(=O)(=O)N(C)C[C@@H]2Oc3ccc(NC(=O)CCCN(C)C)cc3C(=O)N([C@@H](C)CO)C[C@@H]2C)cc1,10,49,-2,-3.0,-4,2,10[16.7 µM],1
CS(=O)(=O)N1CCC(C(=O)Nc2ccc(Oc3ccccc3)cc2)CC1,·,-2,2,·,·,12,5,-6
CN1c2ccc(-c3cccc(F)c3)cc2[C@H]2[C@H](CCN2C(=O)c2ccccc2F)[C@H]1CO,1,-11,5,-0.8,0,20,107*[16.7 µM],4
COc1ccc(NC(=O)CN2CCCN(S(=O)(=O)c3ccc(F)cc3)CC2)cc1,-11,0,-6,·,0,5,-5,-3
CC=Cc1ccc2n(c1=O)C[C@H]1[C@H](CO)[C@@H](C(=O)NCC(F)(F)F)N(CCc3ccccc3)[C@@H]21 (mixture of isomers),1,1,0,0.2,-2,2,0[16.7 µM],-4
Nc1nc(CN2CCN(c3ccccc3F)CC2)nc(Nc2ccc3c(c2)OCCO3)n1,·,-5,6,·,·,-6,2,6
CC1CCN(S(=O)(=O)N2CCC(C(=O)NCc3cccnc3)CC2)CC1,3,-1,-2,·,-2,-4,-4,-1
CCCCn1cnc2c(c1=O)c1nc3ccccc3nc1n2Cc1ccc2c(c1)OCO2,5,10,1,-1.5,1,10,-15,-1

# Overlap with the part before: 2 entries; new compounds follow.
SMILES,RAD52 anneal inh,Cneo AK release,PglD DTNB,E-sel inducer,ERAP1 HTS inh,PGC1a acetyl inh,miR-122 sensor,RAD54 inh
CC1CCN(S(=O)(=O)N2CCC(C(=O)NCc3cccnc3)CC2)CC1,3,-1,-2,·,-2,-4,-4,-1
CCCCn1cnc2c(c1=O)c1nc3ccccc3nc1n2Cc1ccc2c(c1)OCO2,5,10,1,-1.5,1,10,-15,-1
O=C(COc1ccccc1Cl)Nc1ccc(S(=O)(=O)Nc2ccccn2)cc1,-4,-3,-5,·,7,·,24,-2
COc1ccc(C(=O)NCS(=O)(=O)c2ccc(C)cc2)cc1,·,0,3,-1.1,·,4,-3,1
CCCOc1ccc(N2C(=O)CC(NCCc3ccc(S(N)(=O)=O)cc3)C2=O)cc1 (stereo not drawn),·,-1,-5,·,·,14,1,-1
Cc1noc(C)c1NC(=O)N(C)C[C@@H]1OCCCC[C@H](C)Oc2ccc(NC(=O)CCC(F)(F)F)cc2C(=O)N([C@H](C)CO)C[C@@H]1C,-10,1,-2,-0.2,0,-2,8[16.7 µM],3
CC(C)C[C@@H]1CN=C(N)N1C[C@@H]1CCCN1C[C@H](C)N1C[C@@H](Cc2ccccc2)N(CCc2ccc(Cl)c(Cl)c2)C1=N,·,6,-9,·,·,4,-2,15
COc1ccc(Cl)cc1NC(=O)C1CCCN(S(C)(=O)=O)C1 (stereo not drawn),4,-1,4,·,0,4,4,2
CNC[C@@H]1Oc2ccc(NC(=O)Cn3cnnn3)cc2CC(=O)N([C@@H](C)CO)C[C@H]1C,0,-2,-1,?,8,6,5[16.7 µM],12
CCN(CC)C(=O)c1ccc(CS(=O)(=O)Cc2ccccc2)cc1,-8,0,4,·,0,·,3,1
CCCNC(=O)C[C@H]1C[C@@H]2c3cc(NS(=O)(=O)c4ccccc4)ccc3O[C@@H]2[C@@H](CO)O1,·,-9,-11,0.4,·,-1,3[16.7 µM],3
Cc1noc(C)c1NC(=O)Nc1ccc2c(c1)C(=O)N([C@H](C)CO)C[C@H](C)[C@@H](CN(C)S(=O)(=O)c1ccc(Cl)cc1)O2,5,47,-2,0.0,-2,-2,10[16.7 µM],-2
COc1cc2c(cc1OC)C1=C(C#N)CN(C3CCCCC3)CN1CC2,-15,-1,-1,0.7,5,-1,2,4
CN1C(=O)c2cc(NC(=O)Nc3ccccc3)ccc2OC[C@H]2O[C@H](CC(=O)O)CC[C@H]21,-8,-3,1,0.0,·,·,·,0
Cc1cccc(NC(=O)CSc2cccc3cccnc23)c1,-11,20,0,·,-2,26,-5,1
COc1ccc(S(=O)(=O)Nc2nc3ccccc3s2)cc1,·,-5,-11,·,·,11,-13,-18
C=CCNCCOCCOc1ccc(C)cc1[N+](=O)[O-],·,-1,5,·,·,-3,0,-8
Cc1ccc(S(=O)(=O)Nc2ccc3c(c2)C(=O)N([C@@H](C)CO)C[C@H](C)[C@H](CN(C)Cc2ccc(C(=O)O)cc2)OCCCC[C@H](C)O3)cc1,17,17,-1,·,1,9,2[16.7 µM],7
CCC(=O)NC1(C(F)(F)F)C(=O)NC(C)=C1C#N (stereo not drawn),·,2,-11,·,·,7,0,3
Cc1ccc(NC(=O)CS(=O)CC(=O)N(C2CCCC2)C(C)C(=O)NC2CCCCC2)cc1 (stereo not drawn),·,0,3,·,·,10,1,0
CC1CCC(n2c(=S)[nH]c3ccccc3c2=O)CC1 (stereo not drawn),·,14,-3,·,·,0,-6,3
COc1ccc(C)cc1S(=O)(=O)N(CC(=O)Nc1ccc2c(c1)OCCO2)Cc1ccccc1,-1,·,·,·,4,-19,19,·
Cc1ccc(S(=O)(=O)Nc2ccc3c(c2)C(=O)N([C@@H](C)CO)C[C@H](C)[C@H](CN(C)C(=O)c2ccncc2)OCCCC[C@@H](C)O3)cc1,·,3,-2,·,·,-1,5[16.7 µM],-5
Cc1ccc(C(=O)N2CCCCCC2)cc1S(=O)(=O)Nc1ccccc1,-15,-1,4,-0.5,0,·,50,0
O=C(CN1CCC(NC(=O)C2CC2)CC1)Nc1cccc(F)c1,-6,3,4,-0.1,-1,·,-2,3
O=C1CCC([N+](=O)[O-])C(C2CC=CCC2)N1 (stereo not drawn),2,·,·,7.4,0,-6,·,·
CC(C)Cn1nc(NS(=O)(=O)c2cccc3nonc23)c2cc3ccccc3nc21,-4,-2,-2,·,4,-5,-1,1
COc1ccc(CNC(=O)COc2cc3c(c4oc(=O)cc(C)c24)CCC(C)(C)O3)cc1,-19,-2,-6,·,-1,-5,-10,-2
Cc1ccc(CNC(=O)C2CCC(CNc3nc(=S)[nH]c4ccccc34)CC2)cc1 (stereo not drawn),-10,2,7,2.2,2,·,0,5
CCCN1C[C@@H](C)[C@@H](OC)CN(C)C(=O)c2ccc(NC(=O)c3ccccc3)cc2OC[C@@H]1C,0,1,0,0.0,2,8,12[16.7 µM],2
O=C(NCCCCc1ccccc1)c1ccccc1Br,-9,-1,-5,·,-2,-7,-6,-12
CCS(=O)(=O)N1CCCCN2[C@H](CO)[C@H](c3ccc(-c4ccc(C(=O)N(C)C)cc4)cc3)[C@@H]2C1,-7,5,3,-0.1,-1,6,-5[16.7 µM],-10
Cc1nn(C)c(C)c1CN(C)C(=O)CCCC(=O)O,·,2,-8,·,·,14,1,-27
O=C1NC(=S)S/C1=C/c1ccc(N2CCOCC2)o1,·,-1,-2,·,·,-1,-9,-7
Cc1ccc(Cn2cc(-c3ccccc3)nn2)cc1,-3,11,1,·,5,0,-2,6
CC(C)c1ccc(C(=O)Nc2nnc(S(=O)(=O)N3CCCCC3)s2)cc1,-10,7,-3,45*,-2,·,·,-4
CC1CCC(NS(=O)(=O)c2ccc(Cl)nc2)CC1 (stereo not drawn),-8,1,1,·,-10,·,·,5
CCCNC(=O)N1CC(=O)N2[C@H](CO)[C@H](c3ccc(-c4ccc(C)cc4)cc3)[C@@H]2C1,-16,·,·,0.1,-1,1,·,·
CN1c2ccc(-c3cccc(F)c3)cc2[C@@H]2[C@@H](CCN2C(=O)Cc2cccnc2)[C@H]1CO,1,12,-2,-0.5,1,-5,-6[16.7 µM],7
CCc1ccc(N(CC(=O)NCc2ccco2)C(=O)CCC(=O)Nc2nccs2)cc1,-6,-1,0,·,-1,·,·,2
CC(C)NC(=O)Nc1ccc2c(c1)CC(=O)N([C@@H](C)CO)C[C@@H](C)[C@H](CN(C)CC1CC1)O2,-18,1,-1,21,-1,1,4[16.7 µM],-2
CCN(c1ccccc1)S(=O)(=O)c1ccc2c(c1)OCCO2,-20,-1,4,·,-1,·,·,-3
O=C(N[C@H]1CC[C@@H](CC(=O)N2CCOCC2)O[C@@H]1CO)c1ccc2c(c1)OCO2,-1,3,1,0.1,3,1,·,6
CSc1cc(C)nc(NC(C)=O)n1,·,-1,6,·,·,9,-2,2
O=C(Cc1ccccn1)N1CC(=O)N2[C@H](CO)[C@@H](c3ccc(C#CCC4CCCC4)cc3)[C@H]2C1,-8,·,·,-0.1,3,4,·,·
CCOc1ccc(-c2noc(-c3cccnc3)n2)cc1OCC,-2,2,0,0.2,-3,-7,-2,-2
CCCN1CCN(CCCNC(=O)CCn2nc(-c3ccccc3)ccc2=O)CC1,-23,-1,-1,7.8,-1,3,-8,-8
C[C@@H]1CN([C@H](C)CO)C(=O)c2cc(NS(=O)(=O)c3cccs3)ccc2O[C@@H](C)CCCCO[C@H]1CN(C)S(=O)(=O)c1ccc(Cl)cc1,-29,·,·,-0.3,-2,0,·,·
C[C@H]1CN([C@@H](C)CO)C(=O)c2cccc(NC(=O)c3ccc(-c4nccs4)cc3)c2O[C@@H]1CN(C)S(=O)(=O)c1cn(C)cn1,6,4,0,0.0,0,9,-7[16.7 µM],2
O=C(C1CCCC1)N1CC(=O)N2[C@H](CO)[C@@H](c3ccc(C#CCc4ccccc4)cc3)[C@@H]2C1,-19,·,·,0.5,3,-6,·,·
CCCNC(=O)N(C)C[C@@H]1Oc2cc(-c3ccc(C)cc3)ccc2S(=O)(=O)N([C@H](C)CO)C[C@@H]1C,7,-2,-1,-2.4,-3,-6,0[16.7 µM],-13
Cc1ccc(S(=O)(=O)Nc2ccc3c(c2)C(=O)N([C@H](C)CO)C[C@@H](C)[C@@H](CN(C)CC2CCCCC2)OCCCC[C@@H](C)O3)cc1,39,-8,2,0.0,0,-3,-14[16.7 µM],2
Nn1c(SCc2csc(-c3ccccc3)n2)nnc1-c1cccs1,·,1,5,·,·,-1,35,-4

# 2 compounds from above, reduced to RAD54 inh:
SMILES	RAD54 inh
O=C(N[C@H]1CC[C@@H](CC(=O)N2CCOCC2)O[C@@H]1CO)c1ccc2c(c1)OCO2	6
CSc1cc(C)nc(NC(C)=O)n1	2

# Screens: PubChem BioAssay, Broad Institute
